Source: PubChem
Apaf-1 inh: inhibitors of human Apaf-1 apoptosome, primary screen, biochemical, DEVD-Rh110 fluorescence, uHTS. Apoptotic protease-activating factor 1 (Homo sapiens), O14727. reconstituted apoptosome caspase-3 activity. inhibition, % at 20 µM. 330,000 tested, 0.71% active. AID 489030, 2010; active means inhibition of at least 40% at 20 µM;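 further: plate controls were DMSO wells for no effect and DEVD-CHO caspase inhibitor wells for full effect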
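System – cell-free apoptosome with Apaf-1, procaspase-3 and caspase-9 · Buffer or medium – pH 7.5 Hepes buffer with CHAPS, BSA, DTT · Also added – cytochrome c with DEVD-Rh110 · Times – 30 min compound preincubation, 50 min activation, room temperature · Technique – Rh110 fluorescence intensity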
HKDC1 inhibitor: HKDC1 hexokinase inhibitors, primary screen, biochemical, fluorescence, uHTS | recombinant HKDC1, G6PDH/diaphorase resazurin coupled fluorescence | inhibition, % at 20 µM | 340,000 tested, 0.16% active | AID 493160, 2011;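 active means inhibition above about 35% when tested at 20 µM, limit read from the data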;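 further: plate controls were DMSO wells with enzyme for no effect and DMSO wells lacking enzyme for full effect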
Target sequence (Q2TB90 whole entry, looked up): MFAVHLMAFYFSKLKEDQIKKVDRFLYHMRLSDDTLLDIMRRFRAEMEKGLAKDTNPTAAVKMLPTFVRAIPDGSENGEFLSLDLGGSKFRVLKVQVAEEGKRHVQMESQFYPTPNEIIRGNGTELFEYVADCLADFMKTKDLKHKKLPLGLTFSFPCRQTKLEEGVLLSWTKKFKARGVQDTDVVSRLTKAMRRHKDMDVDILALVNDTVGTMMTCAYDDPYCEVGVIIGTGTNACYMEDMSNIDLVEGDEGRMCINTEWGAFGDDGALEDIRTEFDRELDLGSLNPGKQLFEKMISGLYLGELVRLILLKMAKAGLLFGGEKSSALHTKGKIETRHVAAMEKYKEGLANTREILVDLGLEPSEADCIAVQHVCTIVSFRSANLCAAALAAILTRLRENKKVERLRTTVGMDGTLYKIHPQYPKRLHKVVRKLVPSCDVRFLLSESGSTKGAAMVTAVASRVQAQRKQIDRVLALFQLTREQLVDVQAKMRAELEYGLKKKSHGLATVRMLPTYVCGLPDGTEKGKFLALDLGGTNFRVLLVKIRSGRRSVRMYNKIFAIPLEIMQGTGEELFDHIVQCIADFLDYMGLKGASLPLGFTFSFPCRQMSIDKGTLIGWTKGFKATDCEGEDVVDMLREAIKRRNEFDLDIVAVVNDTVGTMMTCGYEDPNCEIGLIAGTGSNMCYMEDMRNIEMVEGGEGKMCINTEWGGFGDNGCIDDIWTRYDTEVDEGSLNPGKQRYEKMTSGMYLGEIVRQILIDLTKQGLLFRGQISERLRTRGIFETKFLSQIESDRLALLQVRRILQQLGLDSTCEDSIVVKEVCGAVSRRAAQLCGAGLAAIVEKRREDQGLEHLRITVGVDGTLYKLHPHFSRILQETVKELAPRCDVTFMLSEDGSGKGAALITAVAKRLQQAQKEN
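System: Recombinant HKDC1 hexokinase | Amount: HKDC1 at 5 µg/mL | Reagent: Glucose with 1 mM ATP | Doses: Single 20 µM dose | Incubation: Reaction time 90 min, room temperature, protected from light | Signal: Coupled resazurin fluorescence, excitation 525 nm, emission 613 nm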
SENP1 FRET inh: human SENP1 catalytic domain inhibitors, primary screen, biochemical, FRET, uHTS. recombinant SENP1 catalytic domain, CyPet-SUMO1-YPet FRET cleavage. inhibition, % at 10 µM. 360,000 tested, 0.21% active;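 active means inhibition at least 30% at 10 µM, raw YFP signal under a set limit, fluorescence ratio 0.5 to 1.5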;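 further: 0% = enzyme with DMSO and 100% = no enzyme wells; some results filed as inactive read as strong as hits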
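Material: hSENP1 catalytic domain, recombinant; medium: Tris pH 8 with BME, BSA, NP40 and catalase; compound: single concentration of 10 µM compound, 0.5% DMSO final; technique: FRET read of cyan and yellow fluorescence; timing: 50 min enzyme reaction, room temperature, light-protected; reagent: SFCypet-SUMO1-SFYpet substrate at 25 nM; control set: no-enzyme low, enzyme-DMSO high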
SENP7 inh: SENP7 protease inhibitors, primary screen, biochemical, luminescence, uHTS | 330,000 tested, 1.5% active | recombinant SENP7, Z-RLRGG-aminoluciferin luminescence, 40 min | Sentrin-specific protease 7 (Homo sapiens), Q9BQF6 | inhibition, % at 5 µM;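 active means inhibition above about 50% at the single test dose, limit read from the data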;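 further: plate controls were DMSO with enzyme for no effect and no enzyme buffer wells for full effect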
SENP6 inh: SENP6 protease inhibitors, primary screen, biochemical, luminescence, uHTS; Sentrin-specific protease 6 (Homo sapiens), Q9GZR1; Recombinant SENP6 catalytic domain, aminoluciferin luminescence; inhibition, % at 10 µM; 330,000 tested, 1.8% active; AID 2599, 2010;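 active means inhibition above about 50% at the single tested dose, limit read from the data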;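 further: plate controls were DMSO wells with enzyme for no effect and DMSO wells lacking enzyme for full effect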
PfG6PD inh: PfG6PD enzyme inhibitors, primary screen, biochemical, fluorescence intensity, uHTS. inhibition, % at 20 µM. 350,000 tested, 0.78% active. AID 504690, 2011. PfGluPho enzyme, NADPH resazurin-diaphorase fluorescence. glucose-6-phosphate dehydrogenase-6-phosphogluconolactonase (Plasmodium falciparum 3D7);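 active means inhibition reaching at least a set limit at 20 µM in the primary screen, cut at about 59% in these data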;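 further: 0% = DMSO wells with substrate and 100% = DMSO wells lacking glucose-6-phosphate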
NALP3 yeast inh: NALP3 inflammasome inhibitors in reconstituted yeast, primary screen, luminescence, uHTS; Yeast reconstituted NLRP3/ASC/caspase-1, beta-gal luminescence, 24 h; inhibition, % at 10 µM; 330,000 tested, 0.39% active; AID 2825, 2010;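 active means inhibition of 50% or more; inactive means inhibition below 50%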;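 further: plate controls were induced DMSO wells for no effect and uninduced yeast grown without galactose for full effect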
SENP8 block-1: human SENP8 protease inhibitors, primary screen, biochemical, fluorescence, Nedd8 protein substrate, uHTS; Sentrin-specific protease 8 (Homo sapiens), Q96LD8; recombinant SENP8; inhibition, % at 20 µM; 360,000 tested, 0.64% active; AID 602440, 2012; in the data active means inhibition mostly above about 40%, no sharp cut-off; inactive means mostly below about 27%
SENP8 block-2: SENP8 protease inhibitors, primary screen, biochemical, luminescence | purified SENP8, Z-RLRGG-aminoluciferin cleavage | inhibition, % at 10 µM | Sentrin-specific protease 8 (Homo sapiens), Q96LD8 | AID 2540, 2010 | 330,000 tested, 1.2% active; in the data active means inhibition above about 50%
* marks the source's active call; other numbers are inactive results; · = no result given.

SMILES	Apaf-1 inh	HKDC1 inhibitor	SENP1 FRET inh	SENP7 inh	SENP6 inh	PfG6PD inh	NALP3 yeast inh	SENP8 block-1	SENP8 block-2
CCCNC(=O)Cn1cc(S(=O)(=O)N2CCCC2)c(S(=O)(=O)N2CCCC2)c1	-9	-8	-1	0	1	-1	22	1	-9
N#Cc1ccc(C(=O)N/N=C/c2cn(CC(=O)O)c3ccccc23)c(F)c1	-24	-8	2	-2	-11	-1	6	1	-6
CCCN1CCN(C(c2cc3cc(OCC)ccc3[nH]c2=O)c2nnnn2C2CCCCC2)CC1 (stereo not drawn)	-6	-8	1	-8	-9	4	9	-316	-5
COC(=O)NC1CSCC1OC(=O)c1ccc(Br)cc1 (stereo not drawn)	-4	-2	0	12	-9	9	17	19	10
Cc1cccc(OCC(O)CN2CCc3ccccc3C2)c1 (stereo not drawn)	4	-8	0	-2	9	-5	9	17	5
CCOc1cc(C2C(C(=O)OCC(C)C)=C(C)N=C3SCCC(=O)N32)ccc1OC(C)=O (stereo not drawn)	12	2	0	5	-1	-6	14	14	3
O=C(c1cccnc1)N1CCN(Cc2ccc3ccccc3c2)CC1	1	5	4	5	-15	2	10	22	3
Cn1c(NCCO)nc2c1c(=O)n(Cc1ccc(F)cc1)c(=O)n2C	5	-2	0	4	-15	-6	13	10	0
CCCC(=O)Nc1ccc(C(=O)Nc2cc(C(F)(F)F)ccc2Cl)cc1	3	6	-2	-3	-14	-6	13	13	-4
Cn1nc(C(=O)OCC(=O)Nc2ccccc2[N+](=O)[O-])c2ccccc2c1=O	13	-4	1	-5	-21	-14	-2	18	-9
CC(C)(C)NC(=O)Cn1c(SCC(=O)NC2CC2)nc2ccccc21	3	-6	0	-2	-15	6	14	8	1
O=C(O)C1CCCN1C1=NS(=O)(=O)c2ccccc21 (stereo not drawn)	2	-5	0	0	-14	3	-2	4	-1
COC(=O)c1cc(NS(=O)(=O)c2ccc(C(C)C)cc2)ccc1N1CCOCC1	0	10	0	8	-28	7	14	-107	-10
CNC(=S)Nc1ccc(C(N)=O)cc1	-14	-6	0	12	1	2	-6	18	-2
CCC(C(=O)OCn1nnc2ccccc2c1=O)c1ccccc1 (stereo not drawn)	7	-4	2	-1	-11	2	33	-2	-2
Brc1ccc(-c2csc(/N=C/N3CCCC3)n2)cc1	15	-7	2	-6	-13	10	46	3	-4
O=C(c1ccccc1Oc1ccc(C(F)(F)F)cc1[N+](=O)[O-])N1CCOCC1	-7	-10	0	-12	-4	27	22	0	-6
Cc1[nH]c(=S)c(C#N)c(C)c1C(=O)Nc1ccccc1	-7	-6	-11	11	-6	62*	14	1	-3
Cc1ccc(CC(=O)OCCNC(=O)c2cccnc2)cc1	-28	13	-1	7	1	4	28	-3	-5
COc1ccc(-c2nn(-c3ccccc3)cc2C(=O)N2CCN(S(=O)(=O)c3cccc(F)c3)CC2)cc1	36	-1	2	3	2	18	3	-2	0
COc1ccc(-n2c(CN3CCC(C)CC3)nc3ccc([N+](=O)[O-])cc3c2=O)c(OC)c1	-8	4	1	11	-10	11	11	34	5
O=C(Nc1ccc2c(c1)OCCO2)C1CCN(C(=O)c2ccc(Cl)cc2)CC1	2	-5	-1	6	-2	-10	5	11	-1
CC(=O)N1CCN(C(=O)c2cc(-c3ccc(Cl)s3)nc3ccccc23)CC1	13	0	-77	-7	-2	-9	6	-421	0
CC(=O)Nc1nnc(SCC(=O)N2C(C)CCCC2C)s1 (stereo not drawn)	-5	-6	1	2	-13	-7	12	16	-2
CN(C)CCN(C(=O)c1ccc(S(=O)(=O)N(C)C)cc1)c1nc2cc3c(cc2s1)OCCO3	-14	-7	3	-3	2	-13	3	10	-11

Whole records as entered above. Screens in order: Apaf-1 inh, HKDC1 inhibitor, SENP1 FRET inh, SENP7 inh, SENP6 inh, PfG6PD inh, NALP3 yeast inh, SENP8 block-1, SENP8 block-2
Profile of CCC(C(=O)OCn1nnc2ccccc2c1=O)c1ccccc1 (stereo not drawn) : 7, -4, 2, -1, -11, 2, 33, -2, -2
Profile of CN(C)CCN(C(=O)c1ccc(S(=O)(=O)N(C)C)cc1)c1nc2cc3c(cc2s1)OCCO3 : -14, -7, 3, -3, 2, -13, 3, 10, -11
Profile of Cn1c(NCCO)nc2c1c(=O)n(Cc1ccc(F)cc1)c(=O)n2C : 5, -2, 0, 4, -15, -6, 13, 10, 0
Profile of CC(C)(C)NC(=O)Cn1c(SCC(=O)NC2CC2)nc2ccccc21 : 3, -6, 0, -2, -15, 6, 14, 8, 1

Another view of five compounds above:
Below each SMILES: Apaf-1 inh | HKDC1 inhibitor | SENP1 FRET inh | SENP7 inh | SENP6 inh | PfG6PD inh | NALP3 yeast inh | SENP8 block-1 | SENP8 block-2
CN(C)CCN(C(=O)c1ccc(S(=O)(=O)N(C)C)cc1)c1nc2cc3c(cc2s1)OCCO3
  -14 | -7 | 3 | -3 | 2 | -13 | 3 | 10 | -11
Cc1[nH]c(=S)c(C#N)c(C)c1C(=O)Nc1ccccc1
  -7 | -6 | -11 | 11 | -6 | 62* | 14 | 1 | -3
CC(C)(C)NC(=O)Cn1c(SCC(=O)NC2CC2)nc2ccccc21
  3 | -6 | 0 | -2 | -15 | 6 | 14 | 8 | 1
CCCNC(=O)Cn1cc(S(=O)(=O)N2CCCC2)c(S(=O)(=O)N2CCCC2)c1
  -9 | -8 | -1 | 0 | 1 | -1 | 22 | 1 | -9
Cc1ccc(CC(=O)OCCNC(=O)c2cccnc2)cc1
  -28 | 13 | -1 | 7 | 1 | 4 | 28 | -3 | -5

New compounds follow.
SMILES	Apaf-1 inh	HKDC1 inhibitor	SENP1 FRET inh	SENP7 inh	SENP6 inh	PfG6PD inh	NALP3 yeast inh	SENP8 block-1	SENP8 block-2
OC1(C(F)(F)F)CC(O)(C(F)(F)F)n2nc(-c3ccccc3)cc2N1 (stereo not drawn)	4	-2	8	2	-13	15	9	24	-8
COc1ccc(CCC2(C)NC(=O)N(C(C)C(=O)N3c4ccccc4CC3C)C2=O)cc1 (stereo not drawn)	16	-5	1	-4	-10	9	25	-3	-16
CCOC(=O)Nc1ccc(=O)n(Cc2c(Cl)cccc2Cl)c1	-1	-4	-3	9	-7	-5	15	-208	-4
COc1ccc(-c2noc(-c3ccc4c(c3)OCO4)n2)cc1	2	4	-3	73*	-50	-3	9	-24	6
COc1ccccc1NC(=O)c1ccc(NC(=O)c2ccco2)cc1	1	0	2	1	-14	-3	29	7	-10
CC(NC(=O)COC(=O)c1cc([N+](=O)[O-])ccc1N1CCOCC1)c1ccccc1 (stereo not drawn)	-3	-3	1	-10	-10	14	2	14	-1
NC(=O)CN(N=Nc1cccc([N+](=O)[O-])c1)c1cccc([N+](=O)[O-])c1	8	-7	2	1	-14	0	14	9	5
COc1ccc(-c2csc3nc[nH]c(=O)c23)cc1	0	0	1	6	-2	-10	12	2	-3
Cn1cnc([N+](=O)[O-])c1S(=O)(=O)Oc1ccccc1	·	3	2	·	·	16	·	18	·
COc1ccccc1NC(=O)CSc1nnc(Cc2cccn2C)n1CCc1ccccc1	-1	-5	-3	1	-4	0	14	7	-5
O=C(Nc1ccc(N2CCCC2)cc1)c1cccc(Cl)c1Cl	11	-2	4	-22	3	9	34	12	-5
OCCOCCOc1cccc2[nH]ccc12	6	-3	-5	-6	-9	-1	-11	12	-9
CCN(CC)S(=O)(=O)c1cc(NC(=O)c2ccc(Br)s2)ccc1C	7	-3	2	6	5	10	5	7	3
CCN(C[C@H]1N[C@@](C)(C(=O)OC)[C@H]2C(=O)N(C)C(=O)[C@@H]12)S(=O)(=O)c1ccc(C)cc1	-18	-3	-2	-2	17	4	7	0	-3
Cc1ccc(-c2nc(-c3ccccn3)no2)cc1Cl	10	0	2	99*	95*	-1	16	-16	96*
CCOc1cccc(NC(=O)Cc2cccs2)c1	1	-7	1	5	3	1	16	22	2
CC(C)(C)N1CC(c2nc3ccccc3n2Cc2ccccc2)CC1=O (stereo not drawn)	-3	-12	-2	-14	-8	5	8	-2	-12
COc1ccc(N(CC(=O)NC2CCCC2)C(=O)Cn2nnc(-c3ccc(C)o3)n2)c(OC)c1	-5	-4	1	-1	0	8	17	12	29
CCOc1ccccc1N(CC(=O)NCC1CCCO1)C(=O)CCC(=O)Nc1cc(C)on1 (stereo not drawn)	8	-6	-1	-6	-26	-10	10	6	-10
Cn1cccc1-c1nc2ccc(NC(=O)c3ccco3)cc2[nH]1	8	1	1	-16	-23	20	13	-75	-13
CCOC(=O)C(N)CSC1CC(=O)N(c2ccc(OCC)cc2)C1=O (stereo not drawn)	0	-4	1	-3	17	-8	11	-3	7
O=C(NNC(=O)c1ccc(Cl)s1)c1csc(N2CCOCC2)n1	2	4	1	-1	-6	-3	-5	1	-2
Cc1ccc(C(=O)NC(=C(Cl)Cl)S(=O)(=O)c2ccccc2)cc1	-7	14	1	-5	13	-28	31	12	-3
COc1ccc(/C=C2\SC(=S)N(N3C(=O)CCC3=O)C2=O)cc1O	3	8	-22	1	-12	12	10	15	-1
Cc1ccc(C(=O)OCC(=O)NCc2cccs2)s1	2	-5	4	9	-20	10	10	7	-11
Cc1c(Cl)cccc1NC(=S)N(C)CCC#N	-1	2	2	-1	-17	-1	21	6	-5
CC(=O)Nc1ccc(SCC(=O)OCC(=O)NC(=O)NCc2ccco2)cc1	11	4	3	-1	0	-2	1	15	5
CN1/C(=C\C(=O)Nc2cccc(Cl)c2)C(C)(C)c2ccccc21	27	-1	-2	8	-3	19	15	-11	3
O=C(Nc1nc2ccccc2s1)C1CCCN1S(=O)(=O)c1ccc(Cl)cc1 (stereo not drawn)	31	4	1	1	9	-1	14	13	9
COc1ccc(C2CC(=O)C(C=NCC(C)C)=C(O)C2)cc1 (stereo not drawn)	-8	2	2	4	-22	-6	26	9	-2
